TcdB inh = inhibitors of Clostridioides difficile toxin B glycohydrolase; 0.24% of 350,000 active; inhibition, % at 9.99 µM; P18177; AID 652162; TcdB glycohydrolase enzymatic assay, plate reader; in the data active = inhibition above about 10%
Target sequence (P18177 whole entry, looked up): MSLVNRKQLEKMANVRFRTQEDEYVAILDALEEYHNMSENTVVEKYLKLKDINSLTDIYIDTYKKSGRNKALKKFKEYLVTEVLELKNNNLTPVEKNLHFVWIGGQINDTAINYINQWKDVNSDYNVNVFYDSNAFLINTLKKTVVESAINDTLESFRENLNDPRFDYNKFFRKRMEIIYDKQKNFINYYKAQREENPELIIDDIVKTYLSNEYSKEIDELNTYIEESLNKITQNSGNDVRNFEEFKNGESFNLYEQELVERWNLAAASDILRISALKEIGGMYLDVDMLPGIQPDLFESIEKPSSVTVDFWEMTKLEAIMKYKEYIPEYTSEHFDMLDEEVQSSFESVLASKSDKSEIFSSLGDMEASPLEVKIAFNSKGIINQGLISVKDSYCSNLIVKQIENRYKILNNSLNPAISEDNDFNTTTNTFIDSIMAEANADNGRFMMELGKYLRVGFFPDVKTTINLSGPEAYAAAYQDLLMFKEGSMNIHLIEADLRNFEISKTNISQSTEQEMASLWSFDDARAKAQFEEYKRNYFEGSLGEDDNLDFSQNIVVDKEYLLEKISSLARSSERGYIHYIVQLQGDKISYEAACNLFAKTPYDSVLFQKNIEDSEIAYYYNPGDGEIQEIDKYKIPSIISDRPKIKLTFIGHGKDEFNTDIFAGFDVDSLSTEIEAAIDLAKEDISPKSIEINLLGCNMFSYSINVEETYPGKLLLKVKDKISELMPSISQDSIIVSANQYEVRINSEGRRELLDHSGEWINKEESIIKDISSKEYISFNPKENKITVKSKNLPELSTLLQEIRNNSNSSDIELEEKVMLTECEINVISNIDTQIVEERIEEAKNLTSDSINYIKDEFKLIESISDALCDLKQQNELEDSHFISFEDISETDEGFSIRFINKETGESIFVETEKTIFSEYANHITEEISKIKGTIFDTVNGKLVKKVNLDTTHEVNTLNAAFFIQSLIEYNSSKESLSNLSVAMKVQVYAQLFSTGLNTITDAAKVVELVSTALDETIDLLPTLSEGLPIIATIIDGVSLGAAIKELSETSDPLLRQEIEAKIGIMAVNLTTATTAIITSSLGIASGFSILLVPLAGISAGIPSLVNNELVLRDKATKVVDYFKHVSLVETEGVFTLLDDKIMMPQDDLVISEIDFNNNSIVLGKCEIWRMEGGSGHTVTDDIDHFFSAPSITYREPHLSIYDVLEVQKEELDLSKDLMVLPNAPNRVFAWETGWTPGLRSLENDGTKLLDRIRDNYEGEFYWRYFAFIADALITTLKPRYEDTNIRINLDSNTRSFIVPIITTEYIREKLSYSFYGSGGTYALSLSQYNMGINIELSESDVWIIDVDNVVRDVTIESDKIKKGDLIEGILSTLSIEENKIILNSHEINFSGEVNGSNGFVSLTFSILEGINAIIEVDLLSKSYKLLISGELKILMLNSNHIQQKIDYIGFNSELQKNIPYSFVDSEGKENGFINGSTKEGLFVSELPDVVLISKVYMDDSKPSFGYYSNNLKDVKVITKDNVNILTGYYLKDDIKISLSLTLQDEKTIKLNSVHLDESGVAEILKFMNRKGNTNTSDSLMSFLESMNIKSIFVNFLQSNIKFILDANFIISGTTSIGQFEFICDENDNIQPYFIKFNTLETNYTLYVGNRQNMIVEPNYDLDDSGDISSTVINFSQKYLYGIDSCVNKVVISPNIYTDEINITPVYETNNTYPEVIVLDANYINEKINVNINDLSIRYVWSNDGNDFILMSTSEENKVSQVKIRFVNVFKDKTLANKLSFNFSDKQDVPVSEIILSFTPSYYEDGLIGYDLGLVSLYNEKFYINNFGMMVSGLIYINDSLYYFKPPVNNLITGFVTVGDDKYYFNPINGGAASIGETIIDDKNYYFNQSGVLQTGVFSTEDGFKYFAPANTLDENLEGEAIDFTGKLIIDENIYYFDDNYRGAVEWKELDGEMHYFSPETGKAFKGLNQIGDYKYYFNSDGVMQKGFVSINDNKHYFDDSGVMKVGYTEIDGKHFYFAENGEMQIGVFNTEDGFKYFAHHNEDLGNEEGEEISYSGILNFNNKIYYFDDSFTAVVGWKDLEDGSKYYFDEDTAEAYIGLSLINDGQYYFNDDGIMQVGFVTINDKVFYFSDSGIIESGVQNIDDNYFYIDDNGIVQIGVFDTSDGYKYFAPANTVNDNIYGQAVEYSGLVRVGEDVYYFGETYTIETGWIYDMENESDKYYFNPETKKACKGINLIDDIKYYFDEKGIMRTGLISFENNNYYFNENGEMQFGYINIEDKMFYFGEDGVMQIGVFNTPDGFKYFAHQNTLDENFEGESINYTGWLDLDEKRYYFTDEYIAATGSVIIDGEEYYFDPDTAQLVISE
Numbers without * were called inactive; & = joins results of further samples. An excerpt. The share of hits here may be higher or lower than overall.

SMILES	TcdB inh
C[C@@H]1CN([C@H](C)CO)S(=O)(=O)c2ccc(C#C[C@@H](C)O)cc2O[C@H]1CN(C)C(=O)CC1CC1	-1.1
CO[C@@H]1CN(C)C(=O)c2cc(NC(C)=O)ccc2OC[C@@H](C)N(Cc2cc(-c3ccccc3)on2)C[C@H]1C	0.3
COCC(=O)N1CC2(C1)CN(Cc1cccc(F)c1)[C@H](CO)c1c2c2ccc(OC)cc2n1C	-0.1
O=C(Nc1ccc2c(c1)OCO2)N[C@@H]1CC[C@H](CC(=O)N2CCN(c3ccccc3)CC2)O[C@@H]1CO	-1.2
C[C@H](CO)N1C[C@H](C)[C@@H](CN(C)C)Oc2cc(C#Cc3ccccc3)ccc2S1(=O)=O	-6.2
C[C@@H](NC(=O)C[C@H]1CC[C@@H](NC(=O)C2CCOCC2)[C@@H](CO)O1)c1ccccc1	0.8
Cc1noc(C)c1NC(=O)Nc1ccc2c(c1)C(=O)N([C@@H](C)CO)C[C@@H](C)[C@@H](CN(C)S(=O)(=O)c1cn(C)cn1)OCCCC[C@H](C)O2	-3.2
CCCNC(=O)[C@H]1[C@H](CO)[C@H]2Cn3c(ccc(C4=CCCC4)c3=O)[C@@H]1N2C(=O)CC1CC1	0.5
CCC(=O)N1C[C@@H](C)[C@@H](OC)CN(C)C(=O)c2ccc(NC(=O)Nc3ccccc3)cc2OC[C@@H]1C	-1.2
CCCNC(=O)N1C[C@H](C)[C@H](OC)CN(C)C(=O)c2cc(NS(C)(=O)=O)ccc2OC[C@H]1C	-4.2
CN(C)C(=O)C[C@@H]1C=C[C@@H](NC(=O)c2ccc(F)cc2)[C@@H](CO)O1	0.0
CCCN(C)C[C@H]1OCCCC[C@H](C)Oc2ccc(NC(=O)Nc3cccc4ccccc34)cc2C(=O)N([C@@H](C)CO)C[C@H]1C	0.7
C[C@@H]1CN([C@H](C)CO)S(=O)(=O)c2ccc(-c3cccc(C(=O)N(C)C)c3)cc2O[C@@H]1CN(C)C(=O)Nc1ccccc1	-0.6
COc1ccc2c3c(n(C)c2c1)[C@@H](CO)N(C(=O)CN(C)C)CC31CCN(Cc2cncnc2)CC1	-1.7
CO[C@H]1CN(C)C(=O)c2cc(NS(=O)(=O)c3ccc(Cl)cc3)ccc2OC[C@H](C)NC[C@H]1C	-0.9
C[C@@H]1CN([C@H](C)CO)C(=O)c2cc(NC(=O)c3ccccc3)ccc2O[C@@H](C)CCCCO[C@@H]1CN(C)C(=O)c1ccncc1	-2.6
C[C@@H]1CCCCO[C@H](CN(C)S(C)(=O)=O)[C@H](C)CN([C@@H](C)CO)C(=O)c2cc(NC(=O)NC3CCCCC3)ccc2O1	0.9
O=C(NCC[C@@H]1CC[C@@H](NS(=O)(=O)c2cccc(F)c2)[C@H](CO)O1)Nc1cc(F)ccc1F	-3.1
C[C@H]1CN(C(=O)OC(C)(C)C)CCN1c1ccc(N2CC[C@H](O)C2)c(C#N)c1	-98
CO[C@H]1CN(C)C(=O)c2cc(NC(=O)c3ccno3)ccc2OC[C@H](C)NC[C@H]1C	-0.8
C[C@@H]1CN([C@H](C)CO)C(=O)c2cccc(NS(C)(=O)=O)c2O[C@H]1CN(C)Cc1ccc(C(=O)O)cc1	-0.2
CN1c2ccc(Br)cc2[C@H]2[C@H](CCN2C(=O)C2CCC2)[C@@H]1CO	-0.8
CC(=O)N(C)C[C@@H]1OCc2ccccc2-c2ccccc2C(=O)N([C@@H](C)CO)C[C@@H]1C	0.4
COc1ccc2c3c([nH]c2c1)[C@H](CO)N(C(=O)c1ccccn1)CC31CN(C(=O)C2CCCC2)C1	-5.1
O=C(C[C@@H]1C[C@H]2c3cc(NC(=O)NC4CCCCC4)ccc3O[C@H]2[C@H](CO)O1)NCCc1ccccc1	-10
CC(C)[C@H](NC(=O)[C@@H](N)Cc1ccccc1)C(=O)N1CCC2CCN(Cc3ccccc3)CC21 (some centres not stated)	0.3
CCC(=O)Nc1ccc2c(c1)OC[C@H](C)N(CCC(F)(F)F)C[C@@H](C)[C@@H](OC)CN(C)C2=O	1.3
N#C[C@H]1[C@H](c2ccccc2-c2cccc(F)c2)[C@H](CO)N1C(=O)CN1CCOCC1	-0.8
O=C(C[C@@H]1C[C@@H]2c3cc(NC(=O)NC4CCCC4)ccc3O[C@@H]2[C@@H](CO)O1)NCc1ccc2c(c1)OCO2	-0.7
COc1ccc2c3c(n(C)c2c1)[C@H](CO)N(Cc1ccc2c(c1)OCO2)CC31CN(C(=O)C2CC2)C1	-0.1
COc1ccc(NC(=O)Nc2ccc3c(c2)[C@@H]2C[C@H](CC(=O)N[C@@H](C)c4ccccc4)O[C@H](CO)[C@@H]2O3)cc1	-2.2
C[C@H]1CN([C@@H](C)CO)C(=O)c2cc(C#CC(C)(C)O)cnc2O[C@@H]1CN(C)C(=O)CC1CC1	0.6
C[C@@H]1CN([C@@H](C)CO)C(=O)Cc2cc(NS(=O)(=O)c3ccccc3)ccc2O[C@H]1CN(C)Cc1ccc(C(F)(F)F)cc1	-1.2
C[C@H]1CN([C@@H](C)CO)C(=O)c2cc(NC(=O)Cn3cnnn3)ccc2O[C@H]1CN(C)S(C)(=O)=O	0.6
COc1ccc2c3c(n(C)c2c1)[C@@H](CO)N(CC1CC1)CC31CN(C(C)=O)C1	-0.2
CC(=O)N1CCCCN2[C@@H](CO)[C@@H](c3ccc(Br)cc3)[C@@H]2C1	-0.2
COc1cccc(NC(=O)C[C@H]2CC[C@H]3[C@@H](COc4ccc(NC(=O)C5CCCCC5)cc4C(=O)N3C)O2)c1	0.2
CN(C)C(=O)C[C@H]1CC[C@H](NC(=O)c2ccc(F)cc2)[C@H](CO)O1	-0.2
O=C(c1cccc(F)c1)N1CC(=O)N2[C@H](CO)[C@H](c3ccc(C#Cc4ccc(F)cc4)cc3)[C@@H]2C1	0.6
COc1ccc(-c2cnc3c(c2)C(=O)N([C@H](C)CO)C[C@H](C)[C@@H](CN(C)Cc2ccccn2)O3)cc1	0.0
COc1ccccc1NC(=O)N1C[C@@H]2[C@H](c3ccccc31)[C@H](CO)N2C(=O)C1CC1	0.7
COc1ccc(CN(C)C[C@@H]2OCCCC[C@H](C)Oc3ccc(NS(=O)(=O)c4cn(C)cn4)cc3C(=O)N([C@@H](C)CO)C[C@H]2C)cc1	-13
Cc1cccc(CN2CCSCCS2(=O)=O)c1	1.3
C[C@@H]1CN([C@H](C)CO)C(=O)Cc2cc(NC(=O)Nc3ccc(C(F)(F)F)cc3)ccc2O[C@H]1CN(C)C(=O)NC1CCCCC1	0.7
CCNC(=O)Nc1ccc2c(c1)C(=O)N(C)[C@H]1CC[C@@H](CC(=O)NC3CCCCC3)O[C@@H]1CO2	-3.6
COC(=O)Cc1nnn2c1[C@H](C)[C@H](c1cccc(OC)c1OC)OCC2	1.7
COc1ccc2c3c([nH]c2c1)[C@H](CO)N(Cc1ccc2c(c1)OCO2)CC31CN(C(=O)Nc2c(C)noc2C)C1	1.2
C[C@@H]1CN([C@H](C)CO)C(=O)c2ccccc2-c2ccccc2CO[C@@H]1CN(C)Cc1ccc(C(=O)O)cc1	-0.5
CC(C)NC(=O)Nc1ccc2c(c1)CC(=O)N([C@@H](C)CO)C[C@H](C)[C@@H](CN(C)C(=O)NC(C)C)O2	-0.7
O=S(=O)(c1ccc(F)cc1)N1CCCCN2[C@H](CO)[C@H](c3ccc(-c4cncnc4)cc3)[C@@H]2C1	1.1

The results go on.
SMILES	TcdB inh
CCS(=O)(=O)N[C@H]1CC[C@@H](CC(=O)NCc2ccc(Cl)cc2)O[C@@H]1CO	-0.1
C[C@H](CO)N1C[C@H](C)[C@@H](CN(C)C(=O)Nc2ccc(F)cc2)OCCCC[C@H](C)Oc2ccc(NC(=O)Nc3ccc(C(F)(F)F)cc3)cc2C1=O	-2.3
COc1ccc(-c2ccc3c(c2)O[C@@H](CN(C)CC2CCOCC2)[C@@H](C)CN([C@@H](C)CO)S3(=O)=O)cc1	0.0
CN1[C@@H]2c3ccc(-c4cccc(F)c4)c(=O)n3C[C@@H]2[C@@H](CO)[C@@H]1C(=O)NC1CCCCC1	-0.9
C[C@@H]1CCCCO[C@H](CN(C)Cc2ccccc2)[C@@H](C)CN([C@@H](C)CO)C(=O)c2cc(NC(=O)c3ccncc3)ccc2O1	0.4
C[C@@H]1CN([C@H](C)CO)C(=O)c2cc(NC(=O)C3CCCCC3)ccc2O[C@H]1CN(C)Cc1ccc2c(c1)OCO2	-1.0
CC=Cc1ccc2n(c1=O)C[C@H]1[C@H](CO)[C@@H](C(=O)NCc3ccccc3Cl)N(S(C)(=O)=O)[C@@H]21 (mixture of isomers)	-0.8
CCCNC(=O)[C@H]1[C@H](CO)[C@H]2Cn3c(ccc(C4=CCCC4)c3=O)[C@H]2N1C(=O)CC	-0.2
CO[C@H]1CN(C)C(=O)c2cc(NC(=O)c3cc(C)on3)ccc2OC[C@@H](C)N(C(=O)C2CC2)C[C@@H]1C	1.0
CCC(=O)N1[C@@H](CO)[C@H](c2ccc(-c3ccc(C#N)cc3)cc2)C12CN(C(C)=O)C2	0.0
Cc1ccccc1S(=O)(=O)N1CCCCN2[C@@H](CO)[C@@H](c3ccc(-c4ccccc4)cc3)[C@@H]2C1	-0.1
COc1ccc(C#Cc2cnc3c(c2)C(=O)N([C@@H](C)CO)C[C@H](C)[C@@H](CN(C)CC2CCCC2)O3)cc1	0.1
CNC[C@H]1Oc2ncc(-c3ccc(OC)cc3)cc2C(=O)N([C@H](C)CO)C[C@@H]1C	0.3
COc1ccc(S(=O)(=O)N(C)C[C@@H]2Oc3ccc(NS(=O)(=O)c4cccs4)cc3CC(=O)N([C@H](C)CO)C[C@H]2C)cc1	-2.6
C[C@H]1CN([C@@H](C)CO)C(=O)c2cc(/C=C/c3ccccc3)cnc2O[C@H]1CN(C)C(=O)c1ccc(F)cc1	1.0
COCC(=O)N1C[C@@H](C)[C@@H](OC)CN(C)C(=O)c2cc(NS(C)(=O)=O)ccc2OC[C@H]1C	1.8
C[C@@H]1CCCCO[C@@H](CN(C)Cc2ccc(C(=O)O)cc2)[C@@H](C)CN([C@H](C)CO)C(=O)c2cc(NS(C)(=O)=O)ccc2O1	-3.2&1.8
O=C(NCC[C@@H]1CC[C@H](NS(=O)(=O)c2ccc(Oc3ccccc3)cc2)[C@H](CO)O1)C1CC1	1.0
CC(C)NC(=O)Nc1ccc2c(c1)C(=O)N([C@H](C)CO)C[C@H](C)[C@H](CN(C)Cc1ccc(C(=O)O)cc1)OCCCC[C@H](C)O2	-0.5
CO[C@@H]1CN(C)C(=O)c2ccc(NC(=O)c3ccccc3)cc2OC[C@@H](C)N(C(C)=O)C[C@@H]1C	-1.0
Cc1noc(C)c1NC(=O)Nc1cccc2c1O[C@H](CN(C)CC1CCCCC1)[C@@H](C)CN([C@H](C)CO)C2=O	0.0
CCC(=O)N1CC2(C1)[C@@H](c1ccc(-c3ccc(F)cc3)cc1)[C@@H](CO)N2C(=O)CC	0.0
CCCC#Cc1ccc([C@H]2[C@@H](CO)N3C(=O)CN(S(=O)(=O)c4ccccc4C)C[C@H]23)cc1	-0.3
COC(=O)[C@H]1[C@H](CO)[C@H]2Cn3c(cccc3=O)[C@@H]1N2C(=O)C1CCC1	1.0
CNC[C@H]1Oc2c(NC(=O)c3cc(C)nn3C)cccc2C(=O)N([C@@H](C)CO)C[C@H]1C	-0.2
COc1ccc(S(=O)(=O)Nc2ccc3c(c2)C(=O)N([C@H](C)CO)C[C@H](C)[C@H](CN(C)S(=O)(=O)c2ccc(F)cc2)O3)cc1	0.3
COc1ccc(CN(C)C[C@@H]2OCCCC[C@@H](C)Oc3ccc(NC(=O)NC4CCCCC4)cc3C(=O)N([C@H](C)CO)C[C@@H]2C)cc1	1.0
C[C@@H](NC(=O)C[C@@H]1C=C[C@H](NC(=O)C2CCOCC2)[C@H](CO)O1)c1ccccc1	1.6
C[C@H](CO)N1C[C@H](C)[C@@H](CN(C)Cc2ccc(F)cc2)Oc2cc(Br)ccc2S1(=O)=O	-1.0
Cc1ccccc1S(=O)(=O)N1C[C@H](O)COC[C@@H]2O[C@@H](CC(=O)NCc3ccccc3Cl)CC[C@H]21	-1.6

Taken from the results shown, 12 compounds:
SMILES	TcdB inh
COCC(=O)N1C[C@@H](C)[C@@H](OC)CN(C)C(=O)c2cc(NS(C)(=O)=O)ccc2OC[C@H]1C	1.8
C[C@@H]1CCCCO[C@@H](CN(C)Cc2ccc(C(=O)O)cc2)[C@@H](C)CN([C@H](C)CO)C(=O)c2cc(NS(C)(=O)=O)ccc2O1	-3.2&1.8
O=C(NCC[C@@H]1CC[C@H](NS(=O)(=O)c2ccc(Oc3ccccc3)cc2)[C@H](CO)O1)C1CC1	1.0
CC(C)NC(=O)Nc1ccc2c(c1)C(=O)N([C@H](C)CO)C[C@H](C)[C@H](CN(C)Cc1ccc(C(=O)O)cc1)OCCCC[C@H](C)O2	-0.5
CO[C@@H]1CN(C)C(=O)c2ccc(NC(=O)c3ccccc3)cc2OC[C@@H](C)N(C(C)=O)C[C@@H]1C	-1.0
Cc1noc(C)c1NC(=O)Nc1cccc2c1O[C@H](CN(C)CC1CCCCC1)[C@@H](C)CN([C@H](C)CO)C2=O	0.0
CCC(=O)N1CC2(C1)[C@@H](c1ccc(-c3ccc(F)cc3)cc1)[C@@H](CO)N2C(=O)CC	0.0
CCCC#Cc1ccc([C@H]2[C@@H](CO)N3C(=O)CN(S(=O)(=O)c4ccccc4C)C[C@H]23)cc1	-0.3
COC(=O)[C@H]1[C@H](CO)[C@H]2Cn3c(cccc3=O)[C@@H]1N2C(=O)C1CCC1	1.0
CNC[C@H]1Oc2c(NC(=O)c3cc(C)nn3C)cccc2C(=O)N([C@@H](C)CO)C[C@H]1C	-0.2
COc1ccc(S(=O)(=O)Nc2ccc3c(c2)C(=O)N([C@H](C)CO)C[C@H](C)[C@H](CN(C)S(=O)(=O)c2ccc(F)cc2)O3)cc1	0.3
COc1ccc(CN(C)C[C@@H]2OCCCC[C@@H](C)Oc3ccc(NC(=O)NC4CCCCC4)cc3C(=O)N([C@H](C)CO)C[C@@H]2C)cc1	1.0

Continued.
SMILES	TcdB inh
O=C(O)[C@@H]1[C@@H](CO)[C@@H]2Cn3c(ccc(C4=CCCC4)c3=O)[C@H]1N2C(=O)Cc1ccccn1	1.4
C[C@@H]1CN([C@@H](C)CO)S(=O)(=O)c2ccc(-c3ccc(C(=O)N(C)C)cc3)cc2O[C@H]1CN(C)C(=O)Nc1ccccc1F	0.7
COc1ccccc1S(=O)(=O)N[C@H]1CC[C@H](CC(=O)N2CCCCC2)O[C@H]1CO	0.7
CC(C)NC(=O)N1[C@H](CO)[C@@H](c2ccccc2)C12CN(C(=O)CN(C)C)C2	1.0

Screening data as filed in PubChem.
